# BoNT-F LC inh: blocks Botulinum neurotoxin F light chain protease; Multiplex microsphere protease cleavage assay, flow cytometry; inhibition, % at 10 µM; 0.22% of 360,000 active; AID 588497; in the data active = inhibition above about 35%, passing the limit was not always enough; inconclusive = no clear call, values can overlap the other calls; also: plate controls were buffer without enzyme for full effect and enzyme alone for no effect
# FadD28 binding: inhibitors of Mycobacterium tuberculosis FadD28 bisubstrate binding | FadD28 bisubstrate probe binding, fluorescence polarization | AID 588549 | inhibition, % at 12.5 µM | 0.22% of 360,000 active; in the data active = inhibition above about 8.5%, passing the limit was not always enough; inconclusive = no clear call, values can overlap the other calls
# GDH-TPI inh: inhibits GDH-TPI coupling enzymes, artifact for Mtb FBA screen | GDH-TPI coupled enzyme counterscreen, NADH absorbance | AID 588335 | inhibition, % at 4.8 µM | 1.2% of 360,000 active; in the data active = inhibition above about 30%;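 also: 0% = DMSO wells and 100% = wells lacking the enzyme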
# Mtb BioA inh: blocks M. tuberculosis BioA enzyme activity. 0.096% of 360,000 active. inhibition, % at 9.99 µM. purified M. tuberculosis BioA enzyme, plate reader; in the data active = inhibition above about 40%; inconclusive = no clear call, values can overlap the other calls
# MazF activator: increases E. coli MazEF RNase cleavage of RNA. FAM/BHQ RNA-DNA oligo cleavage fluorescence, 5 h. activation, % at 20 µM. 0.32% of 350,000 active. AID 504720; in the data active = activation above about 50%
# Target sequence (P0AE70 whole entry, looked up): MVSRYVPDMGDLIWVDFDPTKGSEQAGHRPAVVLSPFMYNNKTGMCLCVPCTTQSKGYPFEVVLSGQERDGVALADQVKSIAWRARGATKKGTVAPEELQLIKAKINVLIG
# Rv3671c inh: Rv3671c (M. tuberculosis) protease inhibition | P9WHR9 | inhibition, % at 5.96 µM | 0.048% of 320,000 active | AID 2606; in the data active = inhibition above about 38%;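 also: extracellular domain of Rv3671c used as enzyme; 0% = enzyme with DMSO and 100% = no enzyme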
# Target sequence (P9WHR9 whole entry, looked up, the tested form may be a part): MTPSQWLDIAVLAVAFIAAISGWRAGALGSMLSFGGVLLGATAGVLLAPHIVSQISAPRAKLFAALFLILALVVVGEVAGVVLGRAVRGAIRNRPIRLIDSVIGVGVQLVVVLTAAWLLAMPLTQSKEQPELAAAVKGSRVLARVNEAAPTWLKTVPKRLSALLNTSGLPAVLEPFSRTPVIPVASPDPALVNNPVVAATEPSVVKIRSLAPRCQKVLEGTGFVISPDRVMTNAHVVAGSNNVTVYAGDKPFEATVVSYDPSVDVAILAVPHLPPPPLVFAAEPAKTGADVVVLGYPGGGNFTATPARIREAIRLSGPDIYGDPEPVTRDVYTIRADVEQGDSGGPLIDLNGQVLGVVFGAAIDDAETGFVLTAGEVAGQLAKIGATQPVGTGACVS
# Mtb UGM inh: inhibitors of M. tuberculosis UDP-galactopyranose mutase | inhibition, % at 10 µM | P9WIQ1 | purified UGM, fluorescence polarization probe displacement | AID 504406 | 0.06% of 320,000 active; in the data active = inhibition above about 10%, passing the limit was not always enough; inconclusive = no clear call, values can overlap the other calls
# PrPC surface inh: cell surface PrPC inhibition, primary TR-FRET screen; TR-FRET read-out; AID 720596; 0.43% of 370,000 active; P04156; inhibition, % at 13.8 µM; in the data active = inhibition above about 24%; also: 0% = median of the test wells and 100% = reference compound wells
# Mtb FBA inh: Mtb fructose-bisphosphate aldolase inhibition; purified M. tuberculosis FBA, fluorescence read-out; inhibition, % at 1 µM; AID 588726; P9WQA3; 2.3% of 360,000 active; in the data active = inhibition above about 27%;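 also: 0% = vehicle and 100% = reference inhibitor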
# Target sequence (P9WQA3 whole entry, looked up): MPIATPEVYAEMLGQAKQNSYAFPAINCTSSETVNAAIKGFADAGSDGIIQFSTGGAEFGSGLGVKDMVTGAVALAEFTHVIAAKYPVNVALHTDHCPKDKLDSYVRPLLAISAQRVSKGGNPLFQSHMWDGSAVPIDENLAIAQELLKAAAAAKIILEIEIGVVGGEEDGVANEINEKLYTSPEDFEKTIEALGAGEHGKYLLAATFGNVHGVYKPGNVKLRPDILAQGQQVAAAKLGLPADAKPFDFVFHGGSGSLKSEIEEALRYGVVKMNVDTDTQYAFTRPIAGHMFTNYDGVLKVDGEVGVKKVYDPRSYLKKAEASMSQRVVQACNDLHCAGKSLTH
# Numbers without * were called inactive; ? = inconclusive; . = not tested or not shown; + = active, no number.
1	O=C(N/N=C/c1ccccc1F)c1cccc(NC(=O)c2ccccc2Cl)c1
2	COc1cc(S(=O)(=O)N2CCOCC2)ccc1F
3	COc1ccccc1CNC(=O)Cc1ccccc1
4	Nc1nc2n(n1)C(=O)CC(c1ccccc1)N2 (stereo not given)
5	Cc1cc(=O)oc2n[nH]c(-c3ccccc3)c12
6	COCCNC(=O)C1(C)CCN(C(=O)c2ccc(C(F)(F)F)nc2C)C1 (stereo not given)
7	CCOc1cccc(OCC)c2c(C)[n+](CC3CCCO3)c(C)c1-2 (stereo not given)
8	CN(C(=O)CSc1nnn(C)n1)c1ccccc1
9	Nc1ccc(-c2nnc(-c3ccccc3)o2)cc1
10	CCOc1ccccc1-n1c(SCC(=O)Nc2nccs2)nnc1-c1ccoc1C
Compound	1	2	3	4	5	6	7	8	9	10
BoNT-F LC inh	-30	15	?	-12	1	1	-37	0	-9	6
FadD28 binding	-7.8	0.1	-3.4	0.5	-3.1	0.7	1.8	-2.4	3.3	-1.7
GDH-TPI inh	4	8	2	6	0	2	2	2	1	4
Mtb BioA inh	.	-2.7	8.4	.	.	0.0	-3.5	0.7	-0.9	0.3
MazF activator	14	0	1	2	2	.	-37	0	11	-5
Rv3671c inh	-33	-11	-1	-4	12	.	11	1	-1	0
Mtb UGM inh	-0.6	0.7	-3.6	-0.5	-2.4	.	-1.7	1.2	1.5	0.9
PrPC surface inh	5	1	-3	-6	8	5	.	7	7	0
Mtb FBA inh	0	2	0	7	17	0	-5	-1	4	2

11	CCOC(=O)C1(C(=O)OCC)CCN(S(=O)(=O)c2ccccc2)CC1
12	CCOC(=O)CC[C@H](NC(=O)Cn1cc(C)c(=O)[nH]c1=O)C(=O)OCC
13	CC(C)[C@H](NC(=O)c1ccc(Cl)cc1Cl)C(=O)OCc1nc2ccsc2c(=O)[nH]1
14	Cc1sc(NC(=S)NC(=O)c2ccco2)c(C#N)c1C
15	CCOC(=O)c1cc2c(=O)n3ccccc3nc2n(CC2CCCO2)c1=NC(=O)/C=C/c1ccccc1 (stereo not given)
16	O=C1NCC(c2ccccc2)C1C(=O)N/N=C\c1ccc(-c2ccc(Cl)c(Cl)c2)o1 (stereo not given)
17	O=C(c1ccccc1)N1CCN(CCc2ccccc2)CC1
18	O=C1CCCC2=C1C(c1cccs1)n1nc(SCc3ccc(C(=O)O)cc3)nc1N2 (stereo not given)
19	c1ccc(-c2cc(-c3nnc4n3N=C(c3ccc5ccccc5c3)CS4)[nH]n2)cc1
20	Cc1cccc(-c2nnn(CC/C(N)=N/O)n2)c1
Compound	11	12	13	14	15	16	17	18	19	20
BoNT-F LC inh	-1	1	6	0	0	1	-11	-5	-1	-15
FadD28 binding	-4.0	0.2	-3.3	-0.6	-0.4	-15	-0.2	-5.0	-5.9	-2.1
GDH-TPI inh	-10	8	9	4	26	30	3	4	23	5
Mtb BioA inh	.	-4.1	-0.1	-1.6	.	1.1	14	.	-1.5	0.1
MazF activator	8	10	3	10	14	-9	3	12	-78	7
Rv3671c inh	.	.	.	-6	-9	-43	-8	-1	-39	6
Mtb UGM inh	.	.	.	2.3	0.1	-2.1	0.8	2.0	0.3	-3.0
PrPC surface inh	6	-1	1	-10	-20	-8	-5	3	2	4
Mtb FBA inh	2	6	0	0	+	2	1	17	-3	2

# Given as labelled records: entries from further up.
13. CC(C)[C@H](NC(=O)c1ccc(Cl)cc1Cl)C(=O)OCc1nc2ccsc2c(=O)[nH]1
  BoNT-F LC inh = 6
  FadD28 binding = -3.3
  GDH-TPI inh = 9
  Mtb BioA inh = -0.1
  MazF activator = 3
  Rv3671c inh = .
  Mtb UGM inh = .
  PrPC surface inh = 1
  Mtb FBA inh = 0

14. Cc1sc(NC(=S)NC(=O)c2ccco2)c(C#N)c1C
  BoNT-F LC inh = 0
  FadD28 binding = -0.6
  GDH-TPI inh = 4
  Mtb BioA inh = -1.6
  MazF activator = 10
  Rv3671c inh = -6
  Mtb UGM inh = 2.3
  PrPC surface inh = -10
  Mtb FBA inh = 0

15. CCOC(=O)c1cc2c(=O)n3ccccc3nc2n(CC2CCCO2)c1=NC(=O)/C=C/c1ccccc1 (stereo not given)
  BoNT-F LC inh = 0
  FadD28 binding = -0.4
  GDH-TPI inh = 26
  Mtb BioA inh = .
  MazF activator = 14
  Rv3671c inh = -9
  Mtb UGM inh = 0.1
  PrPC surface inh = -20
  Mtb FBA inh = +

# Carrying on:
21	COc1ccc(OC)c(NC(=O)CCNC(=O)Cn2ccc3ccccc3c2=O)c1
22	CCOC(=O)C1CCCN(CCC(=O)Nc2c(C(=O)OC)[nH]c3cc(OC)ccc23)C1 (stereo not given)
23	Cc1nn2c(c1-c1ccc(Cl)cc1)N=C(c1ccco1)CC2c1ccccc1 (stereo not given)
24	Cc1ccc(/C=[N+](/[O-])C2SC(=S)N(C)C2(C)C)cc1 (stereo not given)
25	Cc1cc(C)c2sc(NNC(=O)c3ccc(S(=O)(=O)N4CCc5ccccc5C4)cc3)nc2c1
26	Cc1ccc(C(=O)N/C(=C/c2ccc(C(C)C)cc2)C(=O)NCCCN2CCOCC2)cc1
27	COc1ccc(CNC(=O)/C=C/c2ccccc2[N+](=O)[O-])cc1
28	CCOC(=O)COn1c(=O)c(C)[n+]([O-])c2ccccc21
29	CCOC(=O)c1cc2cc(F)ccc2nc1C
30	Cn1c(=O)n(CC(=O)Nc2ccc(F)cc2)c2ccccc21
Compound	21	22	23	24	25	26	27	28	29	30
BoNT-F LC inh	14	6	3	3	-12	-11	1	-2	4	-3
FadD28 binding	-0.8	-3.8	0.1	-0.2	-0.1	-2.3	-0.3	-2.3	-0.3	-4.4
GDH-TPI inh	10	12	17	5	19	6	2	2	5	-3
Mtb BioA inh	-2.6	-0.5	-2.2	-0.2	-0.9	1.5	.	-0.1	-0.5	.
MazF activator	-3	1	1	-8	-9	8	-15	-7	-5	5
Rv3671c inh	-8	4	-8	0	-2	2	1	-15	6	10
Mtb UGM inh	-1.5	2.2	-3.4	-2.3	-1.5	1.0	-0.6	2.3	-1.4	0.8
PrPC surface inh	6	-2	-8	-4	29*	-11	-9	-12	-7	-3
Mtb FBA inh	2	1	1	5	2	-2	4	-2	1	0

31	COc1ccc(N2C(=O)CC(N3CCN(S(=O)(=O)c4cc(C)ccc4C)CC3)C2=O)cc1 (stereo not given)
32	N#Cc1cccnc1N1CCC(C(N)=O)CC1
33	O=C(CCc1nc(-c2ccc(Cl)cc2)no1)NCc1ccccc1CN1CCOCC1
34	Cc1cc(C)cc(NC(=O)CSc2nc3ccccc3nc2N2CCCC2)c1
35	CCCC(=O)Nc1nc2ccc3nc(C)sc3c2s1
36	FC(F)(F)C(Oc1nc(Nc2ccc(Cl)cc2)nc(N2CCOCC2)n1)C(F)(F)F
37	Cc1ccccc1S(=O)(=O)Cc1ccc(C(=O)N2CCN(C3CCCCC3)CC2)o1
38	COC(=O)CCCC1=CC2=CC(=O)C(C)(OC(=O)c3cccs3)C(=O)C2=CN1C1CCCCC1 (stereo not given)
39	CCOc1ccc(/C(O)=C2/C(=O)C(=O)N(c3nc(C)c(C)s3)C2c2ccco2)cc1 (stereo not given)
40	COc1ccc(C2OC(=O)CC2C(=O)NCc2ccc(Cl)cc2)cc1OC (stereo not given)
Compound	31	32	33	34	35	36	37	38	39	40
BoNT-F LC inh	2	0	-1	7	-9	2	-15	-21	-13	-1
FadD28 binding	-4.1	-2.6	-2.8	-2.4	-1.8	1.3	-0.7	-0.3	1.4	-3.8
GDH-TPI inh	-1	9	-1	5	11	5	-3	13	10	-2
Mtb BioA inh	-0.1	.	0.5	0.0	0.8	-0.6	-1.0	1.5	-0.2	7.4
MazF activator	3	4	13	-7	3	-18	9	-1	4	7
Rv3671c inh	8	4	-1	1	-2	-11	-1	-16	8	-2
Mtb UGM inh	0.2	-0.4	2.7	1.9	-1.2	3.3	-1.2	1.8	-0.2	-0.1
PrPC surface inh	1	0	-8	3	-4	-10	-2	-9	4	-4
Mtb FBA inh	0	30*	2	-1	-1	-1	0	4	2	5

# Complete entries, looked up by structure.
# Cc1ccccc1S(=O)(=O)Cc1ccc(C(=O)N2CCN(C3CCCCC3)CC2)o1 as listed: BoNT-F LC inh: -15; FadD28 binding: -0.7; GDH-TPI inh: -3; Mtb BioA inh: -1.0; MazF activator: 9; Rv3671c inh: -1; Mtb UGM inh: -1.2; PrPC surface inh: -2; Mtb FBA inh: 0
# Cc1cc(C)cc(NC(=O)CSc2nc3ccccc3nc2N2CCCC2)c1 as listed: BoNT-F LC inh: 7; FadD28 binding: -2.4; GDH-TPI inh: 5; Mtb BioA inh: 0.0; MazF activator: -7; Rv3671c inh: 1; Mtb UGM inh: 1.9; PrPC surface inh: 3; Mtb FBA inh: -1

# Remaining list, next part
41	CCN(CC(=O)NC1CCS(=O)(=O)C1)S(=O)(=O)c1ccc2ccccc2c1 (stereo not given)
42	Cc1cccc(C(C(=O)NC2CCCCC2)N(C(=O)c2csnn2)C2CC2)c1 (stereo not given)
43	CCOC(=O)C1CCN(S(=O)(=O)c2ccc(NC(=O)c3ccco3)cc2)CC1
44	Cc1cc(C)cc(OCC(=O)Nc2ccc3c4c(cccc24)CC3)c1
45	CCN(CC)C(=O)CSc1nc2ccccc2c(=O)n1CC1CCCCC1
46	CCN1C(=O)N(S(=O)(=O)c2ccc(C)cc2)[C@@H](c2ccccc2)C(C(=O)OC)=C1C
47	OC(CNCCc1ccc(Cl)cc1)COCc1ccco1 (stereo not given)
48	O=C(O)c1ccc(NS(=O)(=O)c2ccc(Cl)c(C(=O)Nc3ccccc3)c2)cc1
49	COc1ccc(-c2nn(CCC#N)cc2C(=O)O)cc1
50	CCOc1ccc2[nH]c(=O)c(C(c3nnnn3Cc3ccco3)N3CCN(C)CC3)cc2c1 (stereo not given)
51	OC(c1ccc(Cl)cc1)c1ncc(-c2cccc(F)c2)[nH]1 (stereo not given)
52	CNc1c([N+](=O)[O-])cnn1-c1ccc(C)cc1
53	COc1ccc(OCC(O)CNC(=O)Nc2cc(C)cc(C)c2)cc1 (stereo not given)
Compound	41	42	43	44	45	46	47	48	49	50	51	52	53
BoNT-F LC inh	-1	6	-2	-7	-13	11	-8	?	-2	2	-6	-1	3
FadD28 binding	-1.5	-1.8	-4.3	-0.9	-2.4	-1.0	-1.7	0.2	-0.6	-1.4	-3.0	-3.6	-1.2
GDH-TPI inh	12	1	-5	-2	-5	16	3	4	-2	0	-8	13	6
Mtb BioA inh	7.1	-1.3	-0.7	-1.1	-0.4	-2.3	-2.0	-1.7	.	.	2.6	0.2	.
MazF activator	4	0	0	-17	1	2	0	4	-6	8	.	3	1
Rv3671c inh	-8	6	0	7	0	-4	-2	-3	-2	-6	.	-1	1
Mtb UGM inh	1.1	2.0	1.5	1.1	0.2	2.9	2.4	-1.6	4.1	-1.0	.	-1.8	-0.5
PrPC surface inh	-2	-2	-4	2	7	5	-10	9	-2	2	6	-8	3
Mtb FBA inh	0	7	3	0	-1	6	3	1	0	19	-2	-1	1

# From PubChem
